ABHD5 PLIN5 PPI: inhibitors of human ABHD5-perilipin-5 interaction; 0.78% of 360,000 active; inhibition, % at 4 µM; Q00G26+Q8WTS1; Split G. princeps luciferase complementation, luminescence, 4 h;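 active means inhibition above the mean inhibition across every tested compound plus 3 SD, cut at about 22% in these data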;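 further: 0% = DMSO only wells and the 100% control is not disclosed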
Vif inh: blocks HIV Vif function; HEK293T cells, Vif self-association by quenched fluorescence, imaging, 24 h; inhibition, % at 7.49 µM; 0.35% of 340,000 active; in the data active means inhibition above about 50%, passing the limit was not always enough; further: some results filed as inactive read as strong as hits
Glyco luc inh: blocks N-linked glycosylation in D54 reporter cells; D54 ERlucT glycosylation luciferase reporter, 24 h; percent of 100 nM tunicamycin response; reporter increase, % at 12.5 µM; 0.23% of 360,000 active; AID 588692;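 active means mean luciferase reporter signal, scaled so untreated is 0 and the glycosylation-blocking control 100, at or above a set limit in every replicate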;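 further: luciferase carries N-glycosylation sites so blocking glycosylation raises the light; 0% = median of neutral control wells and 100% = median of 100 nM tunicamycin wells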
TLR9-MyD88 block: inhibitors of human TLR9-MyD88 binding; Q9NR96+Q99836; CHO BLA complementation TLR9-MyD88, CCF4 FRET ratio; inhibition, % at 4.98 µM; 0.21% of 340,000 active; AID 504734;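 active means inhibition above the mean over all tested compounds plus 3 SD, cut at about 21% in these data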;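 further: 0% = DMSO only wells and 100% = clavulanate BLA inhibitor control wells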
MC4R antag cAMP: human MC4R antagonism in cAMP assay | MC4R-expressing cells, MTII-stimulated cAMP, LANCE TR-FRET | 0.48% of 360,000 active | AID 540295 | inhibition, % at 6.5 µM | P32245;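 active means inhibition above its plate's cutoff, the mean of tested wells on that plate plus 3 SD, cut at about 29% in these data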;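 further: 0% = Melanotan II alone and 100% = Melanotan II plus saturating MCL0020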
Target sequence (P32245 whole entry, looked up): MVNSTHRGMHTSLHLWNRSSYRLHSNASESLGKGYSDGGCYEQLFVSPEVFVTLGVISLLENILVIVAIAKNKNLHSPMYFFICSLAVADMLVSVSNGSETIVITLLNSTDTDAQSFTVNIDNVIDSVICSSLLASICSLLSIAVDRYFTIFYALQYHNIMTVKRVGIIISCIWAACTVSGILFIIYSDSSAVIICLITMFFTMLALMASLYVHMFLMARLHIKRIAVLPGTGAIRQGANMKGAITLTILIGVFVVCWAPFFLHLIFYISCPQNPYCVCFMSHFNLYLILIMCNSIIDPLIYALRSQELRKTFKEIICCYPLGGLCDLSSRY
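System: U2OS cells stably expressing human melanocortin 4 receptor (MC4R). Reagent: Melanotan II challenge after compound preincubation. Doses: 6.5 µM. Times: 30-min compound, 1-h challenge, 1-h detection, room temperature. Measured by: TR-FRET with Eu-cAMP and labeled anti-cAMP, 671 nm. Replicates: singlicate.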
NOD2-RIPK2 inh: blocks binding of human NOD2 to RIPK2; O43353; CHO BLA complementation NOD2-RIPK2, CCF4 ratio; inhibition, % at 4.98 µM; 0.38% of 360,000 active; in the data active means inhibition above about 21%;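 further: 0% = vehicle only and 100% = reference blocker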
Target sequence (O43353 whole entry, looked up): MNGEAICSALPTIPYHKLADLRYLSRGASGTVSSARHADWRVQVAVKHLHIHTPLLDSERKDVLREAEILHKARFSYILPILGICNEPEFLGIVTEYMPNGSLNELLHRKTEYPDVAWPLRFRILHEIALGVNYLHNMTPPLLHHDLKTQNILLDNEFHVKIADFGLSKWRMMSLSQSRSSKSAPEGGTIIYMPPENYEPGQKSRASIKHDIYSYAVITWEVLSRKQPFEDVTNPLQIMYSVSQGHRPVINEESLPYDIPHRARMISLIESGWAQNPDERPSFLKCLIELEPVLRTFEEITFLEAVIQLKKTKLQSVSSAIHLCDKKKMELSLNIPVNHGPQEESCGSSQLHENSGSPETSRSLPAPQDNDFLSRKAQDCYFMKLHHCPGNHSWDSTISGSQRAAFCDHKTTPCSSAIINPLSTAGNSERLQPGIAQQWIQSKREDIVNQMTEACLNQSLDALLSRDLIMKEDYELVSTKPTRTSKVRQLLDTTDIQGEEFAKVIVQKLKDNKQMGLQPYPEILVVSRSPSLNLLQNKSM
ABCB6 inh 2: human ABCB6 transporter inhibition. Q9NP58. K562-ABCB6 porphyrin accumulation, flow cytometry, 1 h; stronger effect = lower value. fluorescence ratio to DMSO, % at 10 µM. 0.19% of 360,000 active. AID 602162;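 active means fluorescence ratio to DMSO below 75%, the collection mean minus 3 SD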;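 further: signal is porphyrin accumulated inside mitochondria; 100% equals median channel fluorescence of DMSO control wells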
aDG glyco act: increases alpha dystroglycan glycosylation; activation, % at 10 µM; Pro5-aDG cells, alpha-DG glycosylation AlphaScreen (IIH6); 0% Pro5, 100% B10-LARGE cell signal; 0.22% of 360,000 active;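 active means activation of at least 8% versus controls, or a plate z-score of at least 8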;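 further: Pro5 are CHO cells carrying HIG-tagged alpha-DG that lacks glycosylation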
MC4R barr agon: human MC4R agonism via beta-arrestin; 0.98% of 360,000 active; activation, % at 8.9 µM; U2OS MC4R beta-arrestin complementation, luminescence; percent of melanotan II response, DMSO zero;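 active means activation above a per-plate cutoff, the mean activation of sample wells on that plate plus 3 SD, cut at about 8% in these data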
Granule exo inh: lytic granule exocytosis inhibition; TALL-104 LAMP-1 surface exposure, flow cytometry; cells stimulated with thapsigargin and PMA; inhibition, % at 10 µM; 0.66% of 360,000 active; AID 651702;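 active means inhibition above about 55%, limit read from the data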
Numbers without * were called inactive; nt = no result given.

ABCB6 inh 2,MC4R barr agon,Glyco luc inh,aDG glyco act,TLR9-MyD88 block,MC4R antag cAMP,ABHD5 PLIN5 PPI,Granule exo inh,Vif inh,NOD2-RIPK2 inh,canonical_smiles
99,-0.7,1,-0.1,-13,20,-1,0,-16,5,CC(OC(=O)c1cnc(Cl)c(Cl)c1)C(=O)NCc1ccccc1 (configuration not stated)
94,-0.5,0,0.5,6,21,0,-5,13,2,O=C(CN1C(=O)/C(=C/c2ccccc2)SC1=S)NNC(=O)c1ccccc1O
94,-0.2,-2,0.2,-12,-9,0,7,2,-1,COCCNC(=S)N/N=C(\C)c1ccc(Cl)s1
86,-3.2,-5,1.0,3,-5,-3,-1,-5,-1,COc1ccccc1N(C)S(=O)(=O)c1ccc(C(=O)N(C)Cc2ccc(OC(F)F)cc2)cc1
102,-1.5,4,1.5,-2,9,-2,0,15,0,CSCCC(NC(=O)c1ccccc1C)C(=O)O (configuration not stated)
99,-0.8,0,0.0,9,0,4,-1,5,-1,CN(C)S(=O)(=O)c1cccn1-c1ncc(C(F)(F)F)cc1Cl
102,-1.6,1,0.1,10,2,0,-1,nt,-1,CC(C)CCN1CCN(Cc2ccoc2)CC1CCO (configuration not stated)
93,-1.2,-5,0.0,8,9,0,-2,19,-4,Nc1nc(Nc2ccccc2)nc2c1ncn2[C@@H]1O[C@H](CO)[C@@H](O)[C@H]1O
82,1.9,-3,0.1,8,-5,17,1,-4,5,O=C(Cn1ncc2c3ccccc3n(Cc3ccccc3)c2c1=O)NCCCN1CCCC1
102,-2.4,3,0.1,-13,21,1,-4,2,-7,COc1ccc(N2CC(C(=O)OCC(=O)Nc3cccc(C)c3)CC2=O)cc1 (configuration not stated)
99,-1.4,-3,0.1,0,20,-8,-5,11,-11,CCOC(=O)c1c(NC(=S)N2CCN(C)CC2)sc(C)c1-c1ccccc1
95,0.0,-4,-0.3,3,-2,-2,-4,-3,-2,O=C(Nc1nc2c(s1)CCCC2)c1cccnc1
97,1.2,0,0.0,-4,-3,-4,-1,-1,-7,CCNC(=S)Nc1cccc(Cl)c1C
102,1.4,5,-0.1,0,13,-2,-3,2,-9,Cc1ccccc1Nc1nc(N)nc(COC(=O)c2ccccc2)n1
102,-0.2,-2,-0.2,-15,5,2,0,-13,1,CC1CN(c2oc(COc3ccc(Cl)cc3Cl)nc2C#N)CC(C)O1 (configuration not stated)
92,-1.2,-2,-0.1,-5,2,2,9,-4,-6,Cc1c(CCC(=O)NC2CC2)c(=O)oc2cc(O)ccc12
98,-3.0,2,0.1,-8,-1,-12,-2,-14,-4,CN(CC(=O)Nc1cccc(F)c1)C(=O)C1=COCCO1
102,0.3,0,0.1,-10,8,4,1,13,1,COc1ccc(NC(=O)CN2C(=O)NC(C)(c3ccc4c(c3)OCCO4)C2=O)cc1S(N)(=O)=O (configuration not stated)
91,-0.3,3,0.1,-12,1,-1,2,7,-4,O=C(O)CNC1=NCCCCC1
103,-0.3,2,0.0,-8,-4,1,2,-3,-12,CCOc1ccc(OCCCC(=O)NCCOc2ccccc2OC)cc1

Retrieved one by one from the list above, three records:
ABCB6 inh 2,MC4R barr agon,Glyco luc inh,aDG glyco act,TLR9-MyD88 block,MC4R antag cAMP,ABHD5 PLIN5 PPI,Granule exo inh,Vif inh,NOD2-RIPK2 inh,canonical_smiles
102,-1.6,1,0.1,10,2,0,-1,nt,-1,CC(C)CCN1CCN(Cc2ccoc2)CC1CCO (configuration not stated)
93,-1.2,-5,0.0,8,9,0,-2,19,-4,Nc1nc(Nc2ccccc2)nc2c1ncn2[C@@H]1O[C@H](CO)[C@@H](O)[C@H]1O
102,-1.5,4,1.5,-2,9,-2,0,15,0,CSCCC(NC(=O)c1ccccc1C)C(=O)O (configuration not stated)

(more compounds)
ABCB6 inh 2,MC4R barr agon,Glyco luc inh,aDG glyco act,TLR9-MyD88 block,MC4R antag cAMP,ABHD5 PLIN5 PPI,Granule exo inh,Vif inh,NOD2-RIPK2 inh,canonical_smiles
104,0.0,3,0.4,3,0,0,1,-3,3,COCCn1c(=S)[nH]c2cc(C(=O)N3CCN(c4cccc(Cl)c4)CC3)ccc2c1=O
95,-3.5,-4,0.7,-7,1,2,1,1,-6,COc1ccc(CN2CCN(C(=O)c3ccc(CNS(=O)(=O)c4ccc(C)cc4)cc3)CC2)c(OC)c1OC
100,-2.7,-3,-0.3,nt,7,-1,13,-10,-3,Clc1cccc(-c2cccc3nccn23)c1Cl
96,0.3,0,0.1,7,-3,-7,2,-2,-3,COc1cc(C2C3=C(CC(C)(C)CC3=O)Nc3ccccc3N2C(C)=O)cc(OC)c1OC (configuration not stated)
95,-0.2,2,0.3,2,18,5,-3,-3,-19,COC(=O)Nc1c(-c2ccccc2)nc2ccc(Cl)cn12
91,1.8,2,-0.5,-7,3,5,-1,-14,0,COc1ccc2cc(C3(C)NC(=O)NC3=O)ccc2c1 (configuration not stated)
100,0.9,0,-0.1,-2,9,0,26,-4,15,O=C(Cc1nnc(NC(=O)c2ccccc2)s1)N/N=C/c1ccc(O)cc1
100,-1.3,1,0.4,0,0,4,-14,-8,-6,O=C1NC[C@H](c2ccccc2)N(CCc2cc(C(F)(F)F)cc(C(F)(F)F)c2)C1=O
96,-2.5,1,-0.2,3,2,-4,1,4,0,O=C(O)c1c2c(nc3ccccc13)CCCCC2
99,-0.2,2,-0.3,-11,18,-1,0,6,-6,COc1ccc(NC(=O)c2cc(C3CC3)on2)c(OC)c1
90,-2.1,-3,0.2,3,9,-2,-4,-1,-7,O=C(Nc1ccc(C(F)(F)F)cc1)C1CCN(c2cnccn2)CC1
104,-1.6,3,0.0,-4,2,1,-1,10,-9,Cc1cc(Nc2cccc(F)c2)n2ncnc2n1
98,nt,0,-0.2,nt,nt,6,0,-2,7,O=C(NCCCN1CCOCC1)c1[nH]c(C(F)(F)F)nc1-c1ccccc1
107,-2.8,nt,-0.2,2,2,4,-4,nt,-2,CC(=O)Nc1ccc(NC(=O)c2cccc(C(=O)OC(C)C)n2)cc1
92,2.5,0,0.0,0,14,-14,7,1,1,C/C(=N\N1CCN(Cc2ccccc2Cl)CC1)c1ccc(F)cc1
104,0.5,0,0.1,-11,7,2,12,3,-1,CCC(C)(C)NC(=O)C(c1ccc(C)o1)N(Cc1ccc2c(c1)OCO2)C(=O)c1snc(C(N)=O)c1N (configuration not stated)
103,-1.2,2,-0.1,7,-4,1,-3,10,0,C=CCNC(=O)/C(=C/c1cccc([N+](=O)[O-])c1)NC(=O)c1ccco1
nt,nt,nt,0.0,nt,nt,3,-9,nt,1,Cc1cc2c(cc1C)-n1nnnc1C(N1CCN(CC(=O)N3CCCC3)CC1)C(=O)N2 (configuration not stated)
105,5.1,-3,-0.2,0,0,-15,2,-8,2,O=c1sc2ccccc2n1COc1ccc(Cl)cc1
97,-4.9,0,0.4,-6,12,0,-17,0,14,CCCN(CC(=O)Nc1ccccc1C)C(=O)C1CCN(S(=O)(=O)c2ccccc2C(F)(F)F)CC1

Remaining list, next part
ABCB6 inh 2,MC4R barr agon,Glyco luc inh,aDG glyco act,TLR9-MyD88 block,MC4R antag cAMP,ABHD5 PLIN5 PPI,Granule exo inh,Vif inh,NOD2-RIPK2 inh,canonical_smiles
97,0.5,-1,0.2,-3,-3,10,23,20,5,COc1cc(Cc2nccc3cc(OC)c(OC)cc23)c(S(=O)(=O)O)cc1OC
99,0.1,-3,0.1,2,1,2,-1,1,-6,CC(=O)N1Cc2cc([N+](=O)[O-])ccc2Oc2ccccc21
104,1.4,1,0.2,-8,19,-2,2,7,4,O=c1[nH]c2ccccc2nc1Cc1ccc([N+](=O)[O-])cc1
92,-2.1,-4,0.1,1,12,2,0,-1,-7,COc1ccc2cc(/C(C)=N/NC(=O)C3CC3)ccc2c1
100,1.1,-1,-0.1,1,27,-3,-9,4,1,COc1cccc(C(=O)Nc2nnc(SCC(=O)NC3CC3)s2)c1
100,-0.8,0,0.0,-10,7,-5,7,-1,9,COc1cc(/C=N/NC(=O)c2ccc(O)cc2)ccc1OCC(=O)N1CC(C)OC(C)C1 (configuration not stated)
100,6.7,-1,0.6,3,22,-12,-6,4,9,CC1(NC(=O)CC(c2ccccc2)(c2ccccc2)c2ccccc2)CCN(CCCc2ccccc2)C1=O (configuration not stated)
93,0.6,0,0.0,13,-6,2,-3,2,7,COc1ccc(/C=C(\NC(=O)c2ccco2)C(=O)NCc2ccco2)cc1
102,0.3,-5,0.1,3,0,51*,0,5,3,O=C(Cn1c(=O)n(Cc2ccco2)c(=O)c2c3c(sc21)CCCCC3)c1ccccc1
103,-0.9,-3,0.4,-5,-5,1,0,-3,6,CCN1CCN(c2ccc(S(=O)(=O)N3CCOCC3)cc2NC(=O)C(C)Oc2ccc(Cl)cc2)CC1 (configuration not stated)
97,-3.5,1,0.9,6,2,3,-4,-12,-11,O=C(Nc1cc(Cl)ccc1F)c1ccc(-n2cncn2)c([N+](=O)[O-])c1
93,0.6,0,0.1,-2,6,6,3,17,8,COc1ccc(C)cc1NC(=O)C1CC(=O)N(Cc2ccco2)C1 (configuration not stated)
94,1.0,-1,0.1,-1,6,-8,3,-13,0,CCN1CCc2c(OCC(=O)N3N=C(c4cccs4)CC3c3ccc(F)cc3)cccc2C1=O (configuration not stated)
99,-1.8,0,-0.1,3,4,-3,0,8,-5,O=C(Nc1ccccc1)Oc1cccc2cccnc12
99,-2.2,-1,-0.2,4,2,-4,0,27,-4,COc1cccc(N2CC34C=CC(O3)C(C(=O)O)C4C2=O)c1 (configuration not stated)
96,0.6,-2,0.0,5,11,-6,2,-1,-1,Cc1ccc(C)c(OCC(=O)NCC(c2ccco2)N2CCCCC2)c1 (configuration not stated)
105,-1.9,nt,0.0,-3,-7,3,3,nt,7,CS(=O)(=O)N(CC(=O)N1CCC(C(N)=O)CC1)C1CCCCC1

The list is partial (hit frequency here may not be typical).
